Bioassay records: PubChem, Fisher Drug Discovery Resource Center
mcGAS MS inh: inhibitors of mouse cGAS. recombinant mouse cGAS, cGAMP by RapidFire MS. actives 0.18% (n = 130,000). inhibition, % at 12.5 µM. Q8C6L5. AID 1259397;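 active = inhibition of cGAS enzyme activity at or above 60%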;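 note: enzyme stimulated by 45 bp dsDNA with ATP and GTP substrates; cGAMP share of summed cGAMP plus half ATP and half GTP signals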
Target sequence (Q8C6L5 whole entry, looked up): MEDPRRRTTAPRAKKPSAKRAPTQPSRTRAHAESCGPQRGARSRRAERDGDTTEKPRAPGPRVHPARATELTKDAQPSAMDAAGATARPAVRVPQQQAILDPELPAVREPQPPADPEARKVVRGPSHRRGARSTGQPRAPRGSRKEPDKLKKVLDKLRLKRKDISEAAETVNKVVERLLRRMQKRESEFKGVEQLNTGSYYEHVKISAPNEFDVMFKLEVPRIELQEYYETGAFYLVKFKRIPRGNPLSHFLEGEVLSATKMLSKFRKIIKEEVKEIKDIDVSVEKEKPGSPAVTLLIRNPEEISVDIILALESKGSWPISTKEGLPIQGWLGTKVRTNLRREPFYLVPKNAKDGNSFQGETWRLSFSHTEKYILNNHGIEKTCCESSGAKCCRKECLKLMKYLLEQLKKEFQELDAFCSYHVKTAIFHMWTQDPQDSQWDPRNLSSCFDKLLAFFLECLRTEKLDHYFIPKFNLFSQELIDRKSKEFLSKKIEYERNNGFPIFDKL
Numbers without * were called inactive; & = joins results of further samples.

SMILES	mcGAS MS inh
COCCN(C)C(=O)Nc1c(-c2ccc(F)cc2)nc2sccn12	-10
CC(=O)OCCn1nc(C)cc1Nc1ccccc1	23
CC(C)(C)c1ccc(CN2C(=O)C3CCCN3C2=O)cc1 (configuration not stated)	-2
c1cncc(COC2CCN(CC3CCOC3)CC2)c1 (configuration not stated)	-30
C[N+](C)(C)CCOP(=O)(O)OP(=O)(O)OC[C@H]1OC(n2ccc(N)nc2=O)[C@H](O)[C@@H]1O (some centres not stated)	-13&-7
OCc1csc(COc2cccc(CNCc3ccco3)c2)n1	-7
CCOc1ncccc1C(=O)N1CCC(C(=O)c2ccc(O)cc2)CC1	12
CCOC(=O)C1(Cc2ccccc2C)CCCN(C(=O)CN(C)Cc2cccnc2)C1 (configuration not stated)	5
CCNC(=O)C1CCN(Cc2nc(-c3cccc(Cl)c3)oc2C)C1 (configuration not stated)	-3
O=C(c1nn2c(c1Cl)NC(c1ccccc1)CC2C(F)(F)F)N1CCN(C(c2ccccc2)c2ccccc2)CC1 (configuration not stated)	-5
CCOc1cn2c(cc1=O)C(=O)N(CCNC(=O)C(c1ccccc1)c1ccccc1)CC2	-7
CC(C)S(=O)(=O)CCCNC1(c2ccc(Br)cc2)CCOCC1	-9
CC(C)(C)C(=O)NCC(=O)Nc1ccc(C(C)(C)C)cc1	-10
COC(=O)c1sc(=S)sc1C(=O)OC	2
CCS(=O)(=O)N1CCc2cc(C(=O)COC(=O)c3ccccc3Nc3ccccc3)ccc21	-3
Cc1cc(NC(=O)Cc2ccccc2)nc2c1c(=O)oc1ccccc12	-5
CCCCn1c(=O)c2c(nc3n(CCN4CCOCC4)c(C)c(C)n23)n(C)c1=O	1
Cc1c(C)c(C)c(C(=O)C2CCN(C(=O)CC3NC(=O)NC3=O)CC2)c(C)c1C (configuration not stated)	-1
C/C=C1/[C@H]2C=C(C)C[C@]1(N)c1ccc(=O)[nH]c1C2	-6
CSc1ccc(Cn2c(C)c(C(=O)NCc3ccc4c(c3)OCCO4)sc2=O)cc1	-3
O=C(CN1C(=O)COc2ccccc21)N1CCN(S(=O)(=O)c2cccs2)CC1	4
Cc1nc(C)c(CCC(=O)O)c(=O)[nH]1	-1
CC1CCN(c2nc(N3CCC(C)CC3)nc(N3CC4CC(C3)c3cccc(=O)n3C4)n2)CC1 (configuration not stated)	-34
CC(C)(c1ccc(O)cc1)c1ccc(O)cc1	5
COc1nc(NC23CC4CC(CC(C4)C2)C3)nc(OC)n1	-7
CCc1cc(C(=O)N2CCCC(c3[nH]ncc3-c3ccc(C)cc3)C2)no1 (configuration not stated)	-16
Cc1c(Cl)cccc1NC(=O)C(=O)NCc1ccccn1	-2
N#Cc1ccc(CS(=O)(=O)NC(=O)CC2CC3CCC2C3)cc1 (configuration not stated)	0
CC(C)(NC(=O)c1cccs1)C(=O)NC1CCN(Cc2ccccc2)C1 (configuration not stated)	-9
Cc1ccccc1-c1nc(Cn2ccnc2-c2ccccn2)c(C)o1	-17
CCCc1[nH]n(-c2ccc([N+](=O)[O-])cc2)c(=O)c1/C=N\N1CCN(C)CC1	-8
N#Cc1ccc([N+](=O)[O-])c(O)c1	-8
CC1(C(=O)Nc2cccc3cccnc23)CCN1C(=O)CC1CC1 (configuration not stated)	2
Cc1cc(CN2CCCC(CNC(=O)c3cccs3)C2)n[nH]1 (configuration not stated)	-2
O=C1CCCN1Cc1cccc(C(=O)N2CCN(Cc3ccc4c(c3)CCO4)CC2)c1	17
OCC1(Cc2ccccc2Cl)CCN(Cc2cccn2-c2cccnc2)CC1	-3
OCC(CO)Nc1cccc(C(F)(F)F)n1	-3
CSc1nc2c(c(=O)n1-c1ccc(C)cc1)SCC2	-7
COc1cccc(C(=O)NCc2ccccc2F)c1O	-3
CCCn1cc2cnc(C(=O)N(C)CC(C)C)cc2c1	-2

Entries from the list above containing an aryl methoxy group, in the order listed:
SMILES	mcGAS MS inh
COc1nc(NC23CC4CC(CC(C4)C2)C3)nc(OC)n1	-7
COc1cccc(C(=O)NCc2ccccc2F)c1O	-3

Continued:
SMILES	mcGAS MS inh
CC(=O)c1cccc(CN2CCCC(CO)(Cc3cccc(Cl)c3)C2)c1 (configuration not stated)	-4
CNC(=O)c1nn(-c2cccc(C(F)(F)F)c2)c(C)cc1=O	0
O=S(=O)(c1ccc(Cl)cc1)C(F)(F)F	-26
c1ccc(Nc2ccc(-n3cnnc3)cn2)cc1	-17
O=C(CCOc1ccccc1)Nc1ccnn1C1CCN(C2CCOCC2)CC1	-2
O=C(Nc1ccccn1)C1CCN(Cc2cccc3c2OCCO3)CC1	-4
COc1cc(-c2cc(Cl)ccc2NC(C)=O)cc(OC)c1OC	-27
CC(C)c1ccc(/C=N\Nc2nncn2N)cc1	-12
CCC(C)C(=O)Nc1c(C)cc(C)cc1C (configuration not stated)	-9
Cc1cccc(-c2noc(N3CCOCC3)c2CNCc2ccco2)c1	-7
O=C(Nc1cccc(Cl)c1Cl)NC1CCC(C(F)(F)F)CC1 (configuration not stated)	-27
Cn1c(SCC(=O)c2ccc[nH]2)nc2sc3c(c2c1=O)CCCC3	2
Cn1c(NC2CCN(Cc3ccccc3)C2)c(C#N)c(=O)n(C)c1=O (configuration not stated)	9
CC12CN3CC(C)(CN(C1)C3c1cccc(N)c1)C2=O (configuration not stated)	-8
CCOc1cc(C)c(C(C)C)cc1S(=O)(=O)NC1CC(C)(C)NC(C)(C)C1	-5
Cc1ccnn1-c1nc(-c2ccco2)cc(C(F)(F)F)n1	-8
O=C1OCc2cc(NS(=O)(=O)c3cccs3)ccc21	-37
Cn1ccnc1-c1nccn1CC1CCS(=O)(=O)C1 (configuration not stated)	6
FC(F)(F)c1ccc(Nc2ncnc3[nH]ncc23)cc1	-4
CN(C(=O)c1cccc(NC(N)=O)c1)c1ccc(C(C)(C)C)cc1	-9
Fc1cccc(CN2CCN(Cc3cccc(Cn4cccn4)c3)CC2)c1	-23
Cc1ccc(C(=O)NCCn2cc(SCC(N)=O)c3ccccc32)cc1	2
O=c1[nH]c(=S)[nH]c(O)c1N=Nc1ccc(F)cc1	6
COC(=O)c1ccc(-c2nc(CN(C)C3CCCc4ccccc43)c(C)o2)cc1 (configuration not stated)	-11&-5
CC(c1nc(N)nc(N(C)C)n1)N1CCSC(c2ccccc2)C1 (configuration not stated)	-14&-3
C=c1ccccc1=c1[nH]/c(=C/c2cc(Br)ccc2OC)c(=O)o1	32
COc1cc(OC)c(C2CC(c3ccc(Cl)cc3)=Nc3ncnn32)cc1OC (configuration not stated)	-5
Cc1noc(C2CN(C(=O)c3cc(-c4ccc(F)cc4)nn3C)C2)n1	-6
CN(C)C(CNC(=O)C1CCCc2ccccc21)c1ccccc1 (configuration not stated)	-3
Cc1cc(C(=O)Nc2ccn(CCC#N)n2)nn1-c1ccccc1	-6
CCC1(C)NC(=O)N(Nc2ncnc3sc4c(c23)CCC4)C1=O (configuration not stated)	-8
C=CCOc1ccccc1C1CC(=O)Nc2c1c(C)nn2-c1ccc2nncn2n1 (configuration not stated)	4
CNc1nc(-c2ccc(N3CCCC3=O)cc2)cs1	-1
CCn1cc(CN(C)C2CCCN(CCc3ccccc3)C2)c(C)n1 (configuration not stated)	0
CC(C)c1cc(C(=O)Nc2ccccc2)c2cnn(C(C)C)c2n1	-4
CCOC(=O)CC1CCCCN1Cc1nc(-c2ccc(OC)c(C)c2C)oc1C (configuration not stated)	-3
COc1ccccc1Cn1c(C)c(C(=O)NCc2cccc(Cl)c2)sc1=O	-11
CCn1cncc1CNC(=O)c1sc(C)nc1-c1ccccc1	-23
Cc1ccc(-c2ccc(C(=O)NCCCc3nn[nH]n3)cc2)o1	-9
Cc1cc(F)ccc1C(O)c1ncc(-c2ccccc2F)[nH]1 (configuration not stated)	-6

Three of the compounds above, with each value named:
Fc1cccc(CN2CCN(Cc3cccc(Cn4cccn4)c3)CC2)c1
  mcGAS MS inh: -23

CCC1(C)NC(=O)N(Nc2ncnc3sc4c(c23)CCC4)C1=O (configuration not stated)
  mcGAS MS inh: -8

CCn1cncc1CNC(=O)c1sc(C)nc1-c1ccccc1
  mcGAS MS inh: -23

Back to the main list, starting 6 compounds before the break.
SMILES	mcGAS MS inh
CC(C)c1cc(C(=O)Nc2ccccc2)c2cnn(C(C)C)c2n1	-4
CCOC(=O)CC1CCCCN1Cc1nc(-c2ccc(OC)c(C)c2C)oc1C (configuration not stated)	-3
COc1ccccc1Cn1c(C)c(C(=O)NCc2cccc(Cl)c2)sc1=O	-11
CCn1cncc1CNC(=O)c1sc(C)nc1-c1ccccc1	-23
Cc1ccc(-c2ccc(C(=O)NCCCc3nn[nH]n3)cc2)o1	-9
Cc1cc(F)ccc1C(O)c1ncc(-c2ccccc2F)[nH]1 (configuration not stated)	-6
COc1cccc(NC(=O)NC2CC(=O)N(CC3CCCCC3)C2)c1 (configuration not stated)	-10
O=C(NCc1ccccc1Cl)C1=NS(=O)(=O)c2ccccc2N1	-5
Cc1ccc(C(=O)NC(c2ccc(F)cc2)C(C)C)cn1 (configuration not stated)	-21
Cc1ccsc1C=NN1CCOCC1	-10
NC(=S)NN1C(=O)C2CC=CCC2C1=O (configuration not stated)	-3
Cc1ccc(C(O)c2ncc(-c3ccccc3C(F)(F)F)[nH]2)cc1 (configuration not stated)	-9
Cc1cccc(-c2nc(CN(CC3CCCO3)CC3CCCO3)no2)c1 (configuration not stated)	-3
CC1CCc2c(sc3nc(CCN4CCN(c5ccccn5)CC4)nc(N)c23)C1 (configuration not stated)	-14
COc1nn(C)cc1C(=O)NCC1CCCO1 (configuration not stated)	-14
O=C(CCC1CCN(C(=O)C2CCCO2)CC1)NCc1cccc(C(F)(F)F)c1 (configuration not stated)	-8
Clc1ccc(-c2cn3cccnc3n2)cc1	-7
CCC1=NN(C(=O)c2cccnc2)C(O)(c2ccccc2)C1 (configuration not stated)	-8
O=C(NCC1CCCN(Cc2ccc(-c3ccco3)cc2)C1)c1cccnc1 (configuration not stated)	-12
CCOC(=O)C1(NC(=O)CCSC)CCCCC1	4
CC1(/[N+]([O-])=C/c2ccccc2C(F)(F)F)CCCCC1=O (configuration not stated)	-13
Cc1c(C)n2c3c(=O)n(Cc4ccccc4)c(=O)n(C)c3nc2n1C	-2
CCSc1nc2ccc(NC(=O)CSc3nnc(N)s3)cc2s1	-11
O=C(O)c1cccc(COCC(F)(F)C(F)F)c1	-39
Cn1nc(C(C)(C)C)cc1NC(=O)c1ccc(C#N)cc1	-7
CC(C)(C)c1ccc(C(=O)Nn2cnc3c(cnn3-c3ccccc3)c2=O)cc1	-2
CCn1nc(C(=O)N2CC(=O)Nc3ccccc32)cc1C	11
CC(O)CN(CCN(CC(C)O)CC(C)O)CC(C)O (configuration not stated)	-2
Cc1cccc(NC(C)C(=O)Nc2sccc2C#N)c1C (configuration not stated)	1
CCN(CC)[P+](N)(c1nc2ccccc2n1C)N(CC)CC	-2
COCc1nc(C)cc(NC(c2ccccc2)C2CCOCC2)n1 (configuration not stated)	-3
Cc1ccc2oc(C(=O)NCC3(N(C)C)CCOCC3)cc2c1	-4
CC1CCN(C(=O)Cc2csc(NC(=O)NC3CCCCC3)n2)CC1	-5
COC(=O)C1=C(C)NC(C)=C(C(=O)OC)C1C(=O)OCC(=O)NC(C)(C)C	-5
O=CN(c1ccccc1)c1ccccc1	-2
O=S(=O)(c1ccc(Cl)cc1)N1CCNCC1	-8
Cc1ccc(C(C)C)cc1OS(=O)(=O)c1ccc2c(c1)oc(=O)n2C	10
CCCCNC(=O)CN1CCN(CN2C(=O)NC3(CCC(C)CC3)C2=O)CC1 (configuration not stated)	-11
C=CCOC(C)C(=O)NC1(C(=O)OCC)CCc2ccccc21 (configuration not stated)	-4
CCC(=O)NCC[C@@H]1CCc2ccc3c(c21)CCO3	-9
COc1ccc(-c2nc3ccccn3c2CN2CCNC(C(=O)O)C2)cc1 (configuration not stated)	-14
Cc1cccc(Cl)c1S(=O)(=O)N1CC(c2ccccn2)C1	-28
COC(=O)c1nnn(-c2nc(OC)nc(N(C)C)n2)c1C	-32
C=c1occc1=C1NN=C(SCc2cc(C(=O)OC)c(C)o2)O1	-15
O=C(Nc1ccc2[nH]c(=O)[nH]c2c1)c1ccc2c(c1)OCCO2	-4
O=S(=O)(N1CCCC1)N1CCC2(CCOCC2)CC1	4
Cc1ccc(C(=O)OCC(=O)c2cccs2)c(O)c1	-6
COc1ccc(NC(=O)C(=O)NCC(c2cccc3ccccc23)N2CCCC2)cc1Cl (configuration not stated)	-2
CC(C)c1csc(C2CC(=O)NCc3nc4ccccn4c32)n1 (configuration not stated)	-10
O=c1c(Cl)c(NC2CCCC2)cnn1Cc1ccccc1	-15
Cc1cc(C)n(CCCC(=O)N2CCOC3(CNCCOC3)C2)n1 (configuration not stated)	-13
COC(=O)Cn1c(C)nc(=O)c(-c2ccccc2)c1C	5
O=C(c1cn(Cc2ccccc2Cl)nn1)N1CCOCC1	11
CCc1cn[nH]c1C1CCN(C(=O)c2cn(CC3CCCNC3)nn2)CC1 (configuration not stated)	-15

These rows are one share of the data; count on the stated rates, not on these rows.
